Chronic BCR inh: inhibitors of chronic active B-cell receptor signaling; ABC-DLBCL IkBa-CBG/CBR reporter, luminescence ratio, 4 h; Potency, µM (series often up to 46.1 µM), for inactives: at the top dose ratio change, negative = lower green/red ratio, most hits filed as inhibitors; 340,000 tested, 0.05% active; AID 493014; active = well fitted inhibition curve with a large enough effect in the signal ratio, with a control signal flat, not every such curve was filed as active; inconclusive = small, poorly fitted or top-dose-only effect, or effect the other way, or a change in a side signal; the % refers to the signal ratio;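 also: potency is read from the fitted curve at half-maximal effect; plate controls were basal doxycycline-induced cells for no effect and cells given 10 µM MG132 for full effect; MG132 reads +100%, hits lower the ratio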
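Concentration-response series (up to 46 uM) were applied to TMD8 dual-reporter cells for 4 h at 37C with doxycycline. Green/red ratio, after filter-overlap correction, defined %Activity; red signal alone was normalised to basal cells and zero luminescence.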
ASM inhibitor: inhibitors of human secretory acid sphingomyelinase | P17405 | placental ASM, HMU-PC fluorogenic substrate, 60 min | Potency, µM (doses to about 57.5 µM), inactives show at the highest dose activity change, negative = inhibition, most hits filed as inhibitors | 340,000 tested, 0.006% active | AID 504937; also: potency is read from the fitted curve at half-maximal effect
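Human placenta-derived ASM enzyme was preincubated with compound for 10 minutes at room temperature, then given fluorogenic substrate HMU-PC0 (9 uM final) for 60 minutes at 37 °C; a pH 10 stop preceded fluorescence reading at Ex 386/Em 447 nm.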
AT treatment: potential ataxia-telangiectasia treatment | 320,000 tested, 0.19% active | AID 485349 | Potency, µM (series often up to 57.5 µM), for inactives: at the highest dose activation, actives largely listed as activators | […] A-T fibroblasts, KAP-1 phosphorylation AlphaLISA; neocarzinostatin DNA damage 30 min before lysis; also: potency is read from the fitted curve at half-maximal effect; % of control where 0% means no effect; nearly all actives have a fitted effect of over 45% in size
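hTERT-immortalized A-T patient fibroblasts ([…]), 500 cells/well in OPTI-MEM, 1% FBS, got compounds for 60 min, then NCS for 30 min at 37C. Lysates were then assayed for phospho-KAP-1 by AlphaLISA (anti-pKAP1 donor, anti-KAP1 acceptor beads), 6 hr at 25C.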
Mito fusion yeast: blocks mitochondrial division or promotes mitochondrial fusion | S. cerevisiae fusion-defective mutant growth rescue, CellTiterGlo 48 h | Potency, µM (top dose mostly 46.1 µM), for the others: at the top dose growth rescue (activation), usual class: activators | 320,000 tested, 0.23% active | AID 485298;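 also: potency is read from the fitted curve at half-maximal effect; % of control where 0% means no effect; nearly all actives have a fitted effect of over 45% in size; temperature-sensitive fusion mutants such as fzo1-1 at 37 °C on non-fermentable ethanol glycerol medium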
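Growth-rescue viability read-out: after 48 h at the non-permissive 37C in glycerol/ethanol YPEG, yeast mitochondrial fusion mutants are measured by CellTiterGlo luminescence; compounds (23 nl pinned per well) restoring growth score as division inhibitors or fusion activators.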
Eya2 inh: Eya2 (human) phosphatase inhibition; O00167; recombinant Eya2, OMFP fluorescence dephosphorylation (OMFP is methylfluorescein phosphate); Potency, µM (series often up to 76.9 µM), inactives show at the highest dose activity, negative = inhibition, hits mostly inhibitors; 330,000 tested, 0.006% active; also: potency is read from the fitted curve at half-maximal effect; % is scaled to controls: 0 for no effect and ±100 for the full control effect
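Eya2 protein (added as 0.2 uM solution) was preincubated with compound for 10 min at ambient temperature in 50 mM HEPES pH 7.5, 50 mM NaCl, 5 uM MgCl2, 0.05% BSA, 1 mM DTT. OMFP (added at 50 uM) then reacted 10 min; fluorescence read at 485/525 nm.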
Tb PFK block: blocks T. brucei phosphofructokinase | Potency, µM (doses to about 57.5 µM), for inactives: at the highest dose activity, negative = inhibition, most hits filed as inhibitors | AID 485367 | T. brucei PFK, ADP-Glo luminescence | 330,000 tested, 0.17% active;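 also: potency is read from the fitted curve at half-maximal effect; 0% = uninhibited 1x PFK enzyme wells and -100% = no-enzyme wells; nearly all actives have a fitted effect of over 60% in size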
Target sequence (O15648 whole entry, looked up): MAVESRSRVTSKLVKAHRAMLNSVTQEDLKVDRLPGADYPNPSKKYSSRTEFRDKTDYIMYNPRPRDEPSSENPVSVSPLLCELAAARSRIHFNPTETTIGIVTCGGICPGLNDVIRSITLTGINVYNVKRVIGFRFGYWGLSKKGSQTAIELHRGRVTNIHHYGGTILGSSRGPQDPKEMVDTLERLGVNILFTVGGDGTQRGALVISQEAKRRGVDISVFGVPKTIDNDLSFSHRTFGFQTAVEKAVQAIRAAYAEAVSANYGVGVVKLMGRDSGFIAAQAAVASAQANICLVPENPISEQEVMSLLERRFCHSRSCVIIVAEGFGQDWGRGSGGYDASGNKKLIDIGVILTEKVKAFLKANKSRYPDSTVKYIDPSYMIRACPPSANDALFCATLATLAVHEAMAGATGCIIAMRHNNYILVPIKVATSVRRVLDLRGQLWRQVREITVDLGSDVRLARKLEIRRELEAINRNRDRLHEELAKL
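Luminescent ADP detection (ADP-Glo, two-step: ATP depletion then ADP-to-ATP conversion for luciferase) reported PFK activity after 45 min room-temperature reaction of 1.25 nM enzyme with 0.5 mM F6P and 0.1 mM ATP at pH 8.0.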
TCR activator: activators of T cell receptors; Potency, µM (titrated, usually from 9.22 µM), for the others: top-dose activation of IL-2 secretion, hits mostly activators; primary human leukocytes, anti-CD3, IL-2 HTRF, 48 h; 330,000 tested, under 10 active; AID 504894; also: % of control where 0% means no effect
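TCR engagement came from a-CD3 beads alone, with compounds added to primary human leukocytes for 48 hr. Secreted IL-2 bridged europium cryptate- and d2-labelled anti-IL-2 antibodies, giving FRET emission at 665nm after 320nm excitation.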
ELG1 repair inh: inhibitors of ELG1-dependent DNA repair in HEK293T cells; HEK293T ELG1-luciferase reporter, luminescence, 16 h; DNA damage induced by 5-fluorouridine; Potency, µM (series often up to 46.1 µM), for inactives: at the top dose activity change, negative = inhibition, actives largely listed as inhibitors; 330,000 tested, 2.3% active; AID 504467; also: potency is read from the fitted curve at half-maximal effect; % is scaled to controls: 0 for no effect and ±100 for the full control effect; nearly all actives have a fitted effect of over 55% in size
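Reporter activity after DNA damage by 5-fluorouridine is monitored. Compound-treated cells incubate 16 hr at 37 °C, then ONE-Glo is added for 30 min before luminescence reading.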
a7 integrin act: integrin-mediated muscular dystrophy alleviation activation; alpha7betagal myoblasts, beta-gal FDG fluorescence, 48 h; Potency, µM (top dose mostly 38.3 µM), for inactives: top-dose activation, actives largely listed as activators; 350,000 tested, 0.064% active; AID 624291;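 also: potency is read from the fitted curve at half-maximal effect; 100% = response of the positive control SU9516; nearly all actives have a fitted effect of over 60% in size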
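Alpha7betagal+/- myoblasts (passage 13) were plated 16-24 hr, then exposed to compounds (1:260 dilution of DMSO stock) for 48 hours at 37C. After MPER lysis, β-galactosidase reporter activity was read as FDG fluorescence (ex 480/em 540) after 30 minutes.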
PTAP TSG101 blk: blocks PTAP/TSG101 interaction to inhibit HIV-1 budding. Q99816. Fluorescence polarization, FITC-PTAP peptide / Tsg101 binding. Potency, µM (top dose mostly 115 µM), without a hit: at the top dose activity change, negative = inhibition, most hits filed as inhibitors. 340,000 tested, under 10 active. AID 493005; active = well fitted inhibition curve with a large enough effect in the main read-out, with a control signal flat, not every such curve was filed as active; inconclusive = small, poorly fitted or top-dose-only effect, or effect the other way, or a change in a side signal; inactive = no such curve, though single readings can be large or run the other way; also: potency is read from the fitted curve at half-maximal effect; % of control where 0% means no effect
Target sequence (Q99816 whole entry, looked up): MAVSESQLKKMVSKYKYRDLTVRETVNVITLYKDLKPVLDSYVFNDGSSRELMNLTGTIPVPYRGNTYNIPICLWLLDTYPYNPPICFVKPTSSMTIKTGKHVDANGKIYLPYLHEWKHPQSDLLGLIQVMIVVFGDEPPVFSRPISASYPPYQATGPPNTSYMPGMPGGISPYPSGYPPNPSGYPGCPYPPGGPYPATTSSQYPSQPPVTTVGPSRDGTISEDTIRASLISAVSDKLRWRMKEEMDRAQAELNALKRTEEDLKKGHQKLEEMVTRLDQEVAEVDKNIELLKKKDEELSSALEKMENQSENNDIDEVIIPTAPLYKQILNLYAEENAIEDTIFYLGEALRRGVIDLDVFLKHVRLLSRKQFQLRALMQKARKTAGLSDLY
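Fluorescence polarization binding of Tsg101 binding domain (10 uM final) to FITC-labeled PTAP peptide (50 nM final) in HEPES pH 7.5 buffer with NaCl, Tween 20, EDTA, TCEP. Compounds added before peptide; binding 20 min at RT.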
TSHR antag: human thyrotropin receptor antagonism | P16473 | TSHR-expressing cells, TSH-stimulated cAMP HTRF, 2 h; hits give low values | activity change, negative = inhibition, % at 11.5 µM | 330,000 tested, 0.2% active | AID 504810;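 active = activity change below a set negative limit, meaning inhibition stronger than a set level, cut at about -70% in these data; inconclusive = activity change between two set negative limits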; also: % is scaled to controls: 0 for no effect and ±100 for the full control effect
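Antagonism was scored as loss of TSH-driven cAMP in TSHR cells, stimulated with 4nM TSH (EC80) for 2 hours at 37 deg C and detected by homogeneous HTRF competition immunoassay.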
* = called active by the depositor; u = inconclusive; x = no result given; & = joins results of further samples; [ ] = dose if it differs, or a comment. Unless noted, calls follow the shape of the dose curve; as a rule, active = well fitted curve in the direction sought with a large enough effect; inconclusive = small, poorly fitted or top-dose-only effect, or another doubt; inactive = no such curve, though single readings can be large; an effect the other way counts as inactive or inconclusive.

SMILES | Chronic BCR inh | ASM inhibitor | AT treatment | Mito fusion yeast | Eya2 inh | Tb PFK block | TCR activator | ELG1 repair inh | a7 integrin act | PTAP TSG101 blk | TSHR antag
Cc1ccccc1C(=O)NC1CCN(CC(=O)NC2CCCCC2)CC1 | -10% | 0% | 5% | 0% | 10% | 0% | 9% | 3% | 5% | 1% | 4
CCCn1c(SCC(=O)NCCCN2CCCC2=O)nc2ccccc2c1=O | 8% | -3% | 8% | x | -20% | -1% | -1% | u | 13% | -2% | x
CC(=O)Nc1ccc(N2C(=O)C3C4C=CC(CC4)C3C2=O)cc1 (stereo not given) | 0% | 2% | 7% | 3% | 2% | 4% | 1% | 8% | 8% | -2% | -3
CC(=O)c1c(C)nn(CC(=O)NC2CCCN(Cc3ccc(CC(C)C)cc3)C2)c1C (stereo not given) | -16% | -1% | 1% | -1% | -5% | -1% | 8% | -28% | -13% | -2% | 16
COc1ccc(OCC(O)CNC(=O)Nc2cc(F)ccc2C)cc1 (stereo not given) | -19% | -1% | -4% | 8% | 0% | 2% | 4% | u | 0% | -4% | -3
Cc1ccc(CNC(=O)C(NS(=O)(=O)c2cccs2)C(C)C)cc1 (stereo not given) | -2% | 2% | -1% | -3% | -28% | -1% | 3% | -1% | 10% | -9% | 0
CSc1nccc(N2CCN(c3ccc(F)cc3)CC2)n1 | -3% | 2% | 2% | 12% | -2% | -12% | 3%[46.1 µM] | 1% | 13% | -4% | -21
O=[N+]([O-])c1ccc(C2CCCC/C2=N\OCc2cccc(F)c2)c([N+](=O)[O-])c1 (stereo not given) | u | -2% | -1% | -2% | -10% | 0% | -2% | u | -26% | -1% | -11
CC[C@]12c3[nH]c4cc(CCC(=O)N(C)C)ccc4c3CCN1C(=O)[C@@H](CC(=O)NC(C)(C)C)C[C@@H]2C(=O)N1CCN(C(=O)c2ccco2)CC1 | u | 5% | 11% | x | 5% | 1% | -4%[46.1 µM] | u | 7% | 0% | 9
Cc1ccnc(NC(=O)CCC(=O)N(CC(=O)NCc2ccccc2)Cc2ccc(F)cc2)c1 | u | -2% | -10% | -9% | -10% | 2% | -1% | -1% | 1% | 1% | x
Cc1ccc(C(=O)CC2(O)C(=O)N(Cc3ccccc3Cl)c3ccccc32)o1 (stereo not given) | u | 0% | -1% | 4% | 3% | -5% | -6% | -17% | -34% | -7% | -2
CS(=O)(=O)N(CC(=O)Nc1cccc([N+](=O)[O-])c1)c1ccccc1 | 1% | -6% | 2% | -4% | 8% | -1% | -16% | 14% | 4% | 0% | 22
CN(Cc1nccs1)C(=O)CC1C(=O)NCCN1Cc1ccc(-c2ccccc2)cc1 (stereo not given) | 1% | -3% | u | -5% | -5% | 1% | 9% | -2% | -50% | -4% | 1
O=C(COc1ccccc1F)NNC(=O)c1cccc(-n2cccc2)c1 | u | 2% | -1% | 0% | -5% | -10% | -2% | 2% | -18% | 0% | -6
Cc1ccccc1C(=O)N1CCC(C(=O)N2CCCc3ccccc32)CC1 | -4% | 3% | 1% | -5% | 7% | -1% | 2% | u | -5% | -1% | -2
Cc1cc(Cn2nc(-c3ccccc3C)cc2C(=O)O)on1 | -3% | 4% | -1% | -15% | 1% | 0% | -13% | 9% | 34% | -2% | -4
COc1ccc(CN2CCN(C(=O)c3ccc(S(=O)(=O)N4CCCCCC4)cc3)CC2)cc1 | u | 1% | -7% | 8% | 11% | 4% | 6% | 10µM* | -15% | -1% | -33
O=C(CSc1nnc(-c2c[nH]c3ccccc23)o1)N(Cc1ccccc1)c1ccc(F)cc1 | 24% | -15% | -4% | 8% | -1% | -3% | 2%[46.1 µM] | 21µM* | -60%[inhibitor] | -2% | -39
COc1ccc(CCN(C)CCCC(C#N)(c2cc(OC)c(OC)c(OC)c2)C(C)C)cc1OC (stereo not given) | u | 1% | 0% | 1%&-5% | 5%&-7% | -7% | 1% | -6% | x | 0% | -17&6
COc1ccc(C(=O)CC(=O)C(=O)Nc2ccc(Cl)cc2)cc1 | u | 1% | 5% | 8% | -10% | -3% | 4% | u | -28% | 2% | 8
O=C(COC(=O)COc1ccc(Cl)cc1Cl)NC1CCCCCC1 | -4% | -3% | 2% | -1% | -13% | 1% | 8% | 8% | 0% | -6% | 5
CCOC(=O)C1CCN(C(=O)C(C)Sc2nnc3ccccn23)CC1 (stereo not given) | 2% | -4% | 13% | x | 6% | -8% | -3% | 21% | 14% | -3% | 6
Cc1[nH]n(-c2ccccc2)c(=O)c1/C=N/c1ccccn1 | 19% | -6% | -5% | -4% | 9% | 6% | 4% | 15% | 19% | -6% | 15
CCN(CC)S(=O)(=O)c1ccc(N2CCOCC2)c(NC(=O)CC2OC(=O)c3ccccc32)c1 (stereo not given) | -3% | 0% | -1% | -2% | 2% | -10% | x | u | -17% | 0% | 9
O=C(NCC1CCCN(Cc2ccc3nonc3c2)C1)c1ccc(F)cc1 (stereo not given) | -6% | -4% | 3% | 14% | 4% | -8% | -8% | -1% | -9% | 0% | -2
COc1cc(C(C)=O)ccc1OCC(=O)c1cc(C)n(C2CC2)c1C | u | 2% | 12% | -6% | -15% | 7% | x | u | -31% | -5% | 3
CCC(C)NC(=O)C1CCN(S(=O)(=O)c2cccc3cccnc23)CC1 (stereo not given) | -1% | 1% | 10% | 2% | 12% | 2% | -1% | 4% | -20% | 0% | -1
Cc1ccccc1Cn1ccc(NC(=O)c2cnn3c2NC(c2ccccc2)CC3C(F)(F)F)n1 (stereo not given) | -2% | -4% | 3% | 0% | 11% | 1% | 8% | u | -38% | -10% | -17
O=C(CSc1nccn(-c2ccc(F)c(Cl)c2)c1=O)NC1CCCC1 | u | 25% | 4% | 2% | -21% | -3% | 3% | 2% | 5% | -2% | 2
O=C(N/N=C/c1ccc(N2CCOCC2)cc1)c1cccs1 | u | 31% | -13% | -6% | 1% | -3% | 6% | u | 15% | -6% | -6
O=C(O)Cc1ccc(OCc2ccc(Cl)nc2)cc1 | 5% | 4% | -4% | -3% | -1% | -3% | -4% | u | -17% | -5% | 3
O=C(NS(=O)(=O)Oc1ccccc1F)OC[C@@H]1CCCN2CCCCC12 (stereo not given in full) | 0% | 5% | 3% | 4% | -8% | -1% | -1% | 3% | u | -8% | 15
Cc1csc(NC(=O)c2ccc(S(=O)(=O)N(C)c3ccccc3)cc2)n1 | u | -8% | 30% | 11% | -2% | 1% | 2% | 23µM* | 20% | 0% | -37
Cc1ccc(S(=O)(=O)c2c(N)n(CC3CCOC3)c3nc4ccccc4nc23)cc1 (stereo not given) | u | x | 4% | 8% | 4% | 0% | -1% | u | -6% | -4% | -14
CCn1c(SCC(=O)N(Cc2ccccc2)C2CCS(=O)(=O)C2)nc2ccccc2c1=O (stereo not given) | -1% | -4% | 10% | 1% | -9% | -2% | -4% | -17% | 0% | -6% | -13
O=C(Oc1ccc(-c2nccc(-c3ccccn3)n2)cc1)c1cccc(C(F)(F)F)c1 | -6% | -7% | -1% | 3% | 10% | -3% | 3% | u | -13% | 1% | -10
CCC(=O)N(CCC(Cc1ccccc1)c1ccco1)Cc1ccco1 (stereo not given) | u | -1% | -4% | u | -5% | -2% | -2% | -6% | 4% | 1% | -8

Random excerpt: 2 entries already listed, in no set order.
SMILES | Chronic BCR inh | ASM inhibitor | AT treatment | Mito fusion yeast | Eya2 inh | Tb PFK block | TCR activator | ELG1 repair inh | a7 integrin act | PTAP TSG101 blk | TSHR antag
CCn1c(SCC(=O)N(Cc2ccccc2)C2CCS(=O)(=O)C2)nc2ccccc2c1=O (stereo not given) | -1% | -4% | 10% | 1% | -9% | -2% | -4% | -17% | 0% | -6% | -13
O=C(Oc1ccc(-c2nccc(-c3ccccn3)n2)cc1)c1cccc(C(F)(F)F)c1 | -6% | -7% | -1% | 3% | 10% | -3% | 3% | u | -13% | 1% | -10

Screens as filed in PubChem BioAssay.
